Screening results (PubChem)
TrxR1 substrate: rat thioredoxin reductase 1 substrate activity; O89049; purified TrxR1 substrate turnover, NADPH consumption readout; Potency, µM (titrated, usually from 114 µM), without a hit: at the top dose activity change, negative = substrate turnover; 390,000 tested, 0.01% active; AID 588456; further: on the % scale 0 is the no-effect control and ±100 the full control effect; nearly all actives have a fitted effect of over 50% in size
Target sequence (O89049 whole entry, looked up): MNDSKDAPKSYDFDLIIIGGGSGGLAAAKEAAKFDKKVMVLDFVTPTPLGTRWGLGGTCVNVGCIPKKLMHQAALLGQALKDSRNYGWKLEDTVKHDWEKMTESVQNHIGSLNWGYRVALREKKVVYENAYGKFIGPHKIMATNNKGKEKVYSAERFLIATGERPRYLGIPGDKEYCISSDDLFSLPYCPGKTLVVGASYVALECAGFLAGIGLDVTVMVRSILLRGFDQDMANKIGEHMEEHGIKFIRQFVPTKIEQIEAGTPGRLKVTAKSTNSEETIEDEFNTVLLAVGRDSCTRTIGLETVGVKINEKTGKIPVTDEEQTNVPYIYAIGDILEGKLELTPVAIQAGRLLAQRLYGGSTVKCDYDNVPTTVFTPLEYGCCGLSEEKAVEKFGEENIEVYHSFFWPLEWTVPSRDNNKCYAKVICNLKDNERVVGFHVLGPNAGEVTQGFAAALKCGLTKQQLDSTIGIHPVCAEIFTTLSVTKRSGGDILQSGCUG
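Rat TrxR1, dispensed at 90 nM, was prereduced with 400 uM NADPH (final) for 5 min at ~22 deg C, then incubated with compound 15 min before 400 uM selenite. A first-read NADPH fluorescence drop versus no-compound background flagged substrates.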
RXFP1 ag: RXFP1 (human) receptor agonism. Potency, µM (titrated, usually from 57.5 µM), inactives show top-dose activation, actives largely listed as activators. AID 2676. 370,000 tested, 0.3% active. HEK293T-RXFP1 cAMP TR-FRET, 30 min; response scale: percent of porcine relaxin response, buffer zero; further: on the % scale 0 is the no-effect control and ±100 the full control effect; nearly all actives have a fitted effect of over 60% in size; many of its hits are not listed in these tables
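Agonist response is measured as cAMP accumulation in an RXFP1-transfected HEK293T line under PDE4 inhibition. Values are scaled between buffer-only and 29 nM porcine relaxin, and EC50s come from standard Hill equation fits.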
RGS4 inh: blocks human RGS4-accelerated GTP hydrolysis | Transcreener GDP fluorescence polarization, RGS4-accelerated GTP hydrolysis | Potency, µM (doses to about 114 µM), inactives show top-dose activity change, negative = inhibition, hits mostly inhibitors | 390,000 tested, 0.039% active | AID 504845; further: on the % scale 0 is the no-effect control and ±100 the full control effect; nearly all actives have a fitted effect of over 75% in size; some results filed as inactive show a strong effect at the top dose
Target sequence (P49798 whole entry, looked up): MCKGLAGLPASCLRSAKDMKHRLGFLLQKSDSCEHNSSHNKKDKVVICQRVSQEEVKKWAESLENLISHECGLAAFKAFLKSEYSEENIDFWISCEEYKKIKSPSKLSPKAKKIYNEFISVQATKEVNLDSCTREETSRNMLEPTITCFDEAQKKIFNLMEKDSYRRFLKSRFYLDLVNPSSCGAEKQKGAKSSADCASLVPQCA
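MLSMR compounds (23 nl, pin-transferred) preincubated 10 min at room temperature with a 500nM (2x) first reagent, then RGS4 at 900nM (2x) plus Transcreener GDP mix added; fluorescence polarization (620/688 nm) read before and after 90 min at 30 °C.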
Vif-APOBEC3G blk: blocks the Vif interaction with human APOBEC3G. Potency, µM (doses to about 46.1 µM), for inactives: at the highest dose activity, negative = active, hits mostly inhibitors. 410,000 tested, 0.076% active. HeLa A3G-eYFP + Vif (tagged APOBEC3G with the HIV-1 protein that degrades it), YFP fluorescence, overnight;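 further: on the % scale 0 is the no-effect control and ±100 the full control effect; nearly all actives have a fitted effect of over 60% in size; hits raise eYFP signal because A3G escapes Vif-driven loss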
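Read-out is eYFP fluorescence (Ex 488/Em 500-530) from Vif-expressing HeLa A3G-eYFP cells; more signal means A3G escaped Vif-mediated degradation. Cells plated overnight, compound pinned in, incubated overnight at 37 deg C.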
mIDH1 inhibitor: blocks human mutant IDH1 R132H enzyme; O75874; IDH1-R132H enzyme, NADPH consumption, diaphorase/resazurin fluorescence; Potency, µM (doses to about 76.6 µM), for inactives: at the top dose activity change, negative = inhibition, hits mostly inhibitors; 390,000 tested, 0.093% active; further: on the % scale 0 is the no-effect control and ±100 the full control effect; nearly all actives have a fitted effect of over 65% in size
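IDH1-R132H (0.5 ug/mL) preincubated 30 min with compound, then NADPH (0.016 mM) and alpha-KG (2 mM) added; 80 min at RT, pH 7.5. Remaining NADPH coupled via diaphorase/resazurin to fluorescence (540/590 nm); concentration-response curves normalized to no-enzyme control.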
12-LOX inh: ALOX12 (human) lipoxygenase inhibition; P18054; purified 12hLO, xylenol orange hydroperoxide absorbance; Potency, µM (highest dose often 108 µM), for the others: at the top dose activity change, negative = inhibition, actives largely listed as inhibitors; 580,000 tested, 1.1% active; further: on the % scale 0 is the no-effect control and ±100 the full control effect
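Purified human 12hLO at 150 nM in 25 mM Hepes, 0.01% Triton X-100, pH 7.0, preincubated 15 min at room temperature with compound. Reaction started with 40 uM arachidonic acid, 30 min at room temperature. Hydroperoxide measured by Fe-xylenol orange, 573/405 nm absorbance ratio.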
Vif-A3F inh: inhibitors of Vif-A3F interaction; HeLa A3F-eYFP + Vif (tagged APOBEC3F with the HIV-1 protein that degrades it), YFP fluorescence increase; Potency, µM (titrated, usually from 46.1 µM), without a hit: at the highest dose activity, negative = active; 390,000 tested, 0.2% active; further: % of control where 0% means no effect; nearly all actives have a fitted effect of over 65% in size
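HeLa cells stably expressing A3F-eYFP plus Vif, plated and incubated overnight at 37 deg C, then exposed to compounds overnight at 37 deg C. Blocked degradation read as raised yellow fluorescence (Ex 488/Em 500-530).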
rTrxR1 inhibitor: inhibitors of rat thioredoxin reductase 1 | O89049 | AID 588453 | recombinant rTrxR1, NADPH fluorescence consumption, selenite substrate | 390,000 tested, 1% active | Potency, µM (titrated, usually from 114 µM), without a hit: at the highest dose activity change, negative = inhibition, hits mostly inhibitors; further: on the % scale 0 is the no-effect control and ±100 the full control effect; nearly all actives have a fitted effect of over 65% in size
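Rat TrxR1 (90 nM in the dispensed reagent) was pre-reduced with 400 uM NADPH for 5 min at room temperature, then incubated with compound for 15 min. After 400 uM selenite was added, NADPH fluorescence (Ex 340/Em 450 nm) was followed for 8 min.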
USP1 inh: inhibitors of human USP1/UAF1 deubiquitinase | O94782 | recombinant USP1/UAF1, Ub-Rhodamine cleavage fluorescence | Potency, µM (series often up to 57.1 µM), inactives show at the top dose activity change, negative = inhibition, usual class: inhibitors | 390,000 tested, 0.23% active; further: on the % scale 0 is the no-effect control and ±100 the full control effect; nearly all actives have a fitted effect of over 60% in size; inactives centre near -12
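1 nM enzyme complex + cpd, 15 min RT; start with Ub-Rho 150nM final; kinetic fluorescence ex 480/em 540, 6 reads q60 s. Buffer 50mM HEPES pH 7.8, 0.5mM EDTA, 0.1 mg/ml BSA, 1mM TCEP, 0.01% Tween-20.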
* = called active by the depositor; u = inconclusive; x = not tested or not shown; & = joins results of further samples; [ ] = remark or other dose. The call rests on the fitted dose curve; in most records, active means well fitted curve in the direction sought with a large enough effect; inconclusive means small, poorly fitted or top-dose-only effect, or another doubt; inactive means no such curve, though single readings can be large; an effect the other way counts as inactive or inconclusive. Potency means the concentration at half of the fitted maximal effect. These rows are one share of the data; rates above refer to the full screens.

entry	Molecule	TrxR1 substrate	RXFP1 ag	RGS4 inh	Vif-APOBEC3G blk	mIDH1 inhibitor	12-LOX inh	Vif-A3F inh	rTrxR1 inhibitor	USP1 inh
1	CN(C(=O)CSc1nnc(C2CC2)n1-c1ccccc1)C1CCS(=O)(=O)C1 (stereo not given)	4.9%	0.7%	-0.9%	-10.2%	-14.6%	0.4%	2.8%	18.3%	-18.4%
2	COc1ccc(CNC(=O)C2CCN(c3nc4ccccc4[nH]3)CC2)cc1OC	2.6%[57.1 µM]	5.0%	-13.2%	-1.6%	9.9%	-22.4%	0.5%	22.0%[57.1 µM]	-11.9%
3	Cc1[nH]c2ccc3ncccc3c2c1C	12.6%[57.1 µM]	2.3%	-28.6%	-0.7%	5.9%	-29.3%	-9.9%	-5.2%[57.1 µM]	-12.8%
4	O=C(Nc1ccc(Cl)cc1Cl)c1ccc2ncsc2c1	13.3%	u	-28.9%	-6.1%	0.0%	u	-11.1%	34.6%	-11.5%
5	CN1C(=O)[C@H]2[C@@H](/C=C/c3ccccc3)N3C(=O)CN(Cc4ccccc4)C(=O)[C@@]3(C)[C@H]2C1=O	-7.6%	0.1%	18.2%	3.6%	-6.2%	1.4%	4.7%	20.3%[57.1 µM]	-1.9%
6	CCn1c(C)[n+](CCOC(C)=O)c2cc(Cl)c(Cl)cc21	6.3%[57.1 µM]	-0.8%	-23.2%	-1.4%	3.2%	u	-51.5%	4.3%[57.1 µM]	-13.8%
7	Cc1cccc(OCC(O)Cn2c(=N)n(CCN3CCCCC3)c3ccccc32)c1 (stereo not given)	4.6%[57.1 µM]	1.9%	20.0%	-0.8%&-0.2%	0.0%&-13.1%	-13.5%&4.4%	-1.3%&-0.1%	0.1%[57.1 µM]	-10.7%&-7.5%
8	Cc1cccc(-n2c(C)cc(C(=S)N3CCOCC3)c2C)c1C	6.1%[57.1 µM]	-0.4%	-38.3%	-0.1%	0.1%	u	-11.0%	13.1%[57.1 µM]	-18.7%
9	O=C(C[C@@H]1C/C=C\C[C@H](Cc2ccc(F)cc2)C(=O)OCCNC1=O)NCCO	4.3%	x	-13.9%	4.3%	-6.1%	7.9%	6.7%	15.8%	-25.9%
10	O=C(N/C(=C\c1ccc(F)cc1)C(=O)N1CCCCCC1)c1ccccc1	-9.3%	-2.9%	-2.1%	2.9%	11.5%	6.1%	9.0%	19.0%[57.1 µM]	-1.4%
11	Cc1oc2ccc(OC(=O)COc3c(F)c(F)c(F)c(F)c3F)cc2c1C(=O)OC(C)C	-9.4%	0.8%	0.6%	-4.9%	10.5%	-6.3%	10.6%	17.1%	-9.7%
12	COc1ccc(COCCN2CCN(S(=O)(=O)c3ccc(C)cc3)CCC2=O)cc1	2.3%	2.8%	-7.7%	0.2%	6.9%	u	5.9%	25.8%	-11.7%
13	CCN1CCN(c2ccc(S(=O)(=O)N3CCCCC3)cc2NC(=O)c2ccc(C)o2)CC1	0.6%	9.4%	-7.9%	2.8%	7.5%	x	-8.0%	-1.1%	-23.0%
14	COc1ccc(NC(=S)N(Cc2cccc(Br)c2)CC2CCC(C(=O)O)CC2)cc1 (stereo not given)	-9.5%	0.6%	4.5%	-1.1%	0.0%	u	14.9%	-10.3%	-3.9%
15	CCc1nc(SCC(=O)OC)c2c3c(sc2n1)COC(C)(C)C3	7.7%	-0.2%	32.5%	-9.5%	-3.3%	0.0%	-29.8%	22.8%	-28.3%
16	CCOC(=O)[C@@H]1[C@H]2COc3ccc(Br)cc3[C@@H]2N2C(=O)N(c3ccc(F)cc3)C(=O)[C@]12C	-0.1%	-1.5%	2.8%	-5.3%	-0.1%	-8.3%	0.8%	20.9%	-21.2%
17	Cc1ccc(NC(=O)CCS(=O)(=O)c2cccc3nonc23)c(Br)c1	-1.0%	-1.3%	-27.6%	-1.4%	1.4%	-21.5%	-11.0%	u	2.8%
18	Cc1ccc(C(=O)C[n+]2cccc3ccccc32)cc1	-3.8%	1.3%	23.7%	-18.4%	1.6%	33.1%[activator][57.4 µM]	u	-11.3%	4.7%
19	COc1ccccc1N(CC(=O)Nc1ccc(C)cc1Cl)S(=O)(=O)c1cccs1	4.5%[57.1 µM]	x	-3.6%	-6.7%	1.0%	0.8%	6.4%	4.9%[2.29 µM]	-24.4%
20	CCC(C)[C@H](NC(=O)N1CCCCC1)C(=O)OC (stereo not given in full)	-3.0%[57.1 µM]	-3.6%	-14.3%	0.3%	6.4%	0.0%	0.4%	8.0%[57.1 µM]	-4.6%
21	COc1ccc([C@H]2CC(=O)C=C(c3ccc(C)cc3)C2)cc1OC	-0.3%	0.8%	-16.7%	4.1%	8.7%	0.3%	1.4%	9.9%	-25.6%
22	Cc1nnc(SC(C)C(=O)Nc2ccc3ccccc3c2)[nH]c1=O (stereo not given)	-3.5%	1.1%	-5.5%	-0.5%	-11.5%	u	-5.3%	8.4%	-13.1%
23	CC(C)C1N=C2c3ccccc3N=C(SCC(=O)NCc3ccc(Cl)cc3)N2C1=O (stereo not given)	11.1%[57.1 µM]	5.0%	-3.0%	-0.4%	-6.9%	-24.3%	-2.8%	15.4%[57.1 µM]	-9.5%
24	CCc1ccc2[nH]c3nc(C)cc(C)c3c(=O)c2c1	17.7%	0.0%	-22.1%	-1.9%	9.9%	1.1%	-10.2%	-3.1%	-12.7%
25	O=C(NCC1COCCO1)c1ccc2nc(Cc3cccc(Cl)c3)oc2c1 (stereo not given)	7.6%	0.5%	11.9%	1.8%	4.9%	424.9%[activator]	-3.8%	-5.8%	-7.1%
26	CCOC(=O)CN1CC23C=CC(O2)C(C(=O)NC2CCCC2)C3C1=O (stereo not given)	-0.2%[57.1 µM]	-1.3%	-4.8%	-10.3%	-1.1%	382.7%[activator]	1.6%	-12.5%[57.1 µM]	2.2%
27	COC(=O)C(NC(=O)c1ccccc1)=C1CCCCC1	10.3%[57.1 µM]	0.9%	1.9%	-1.6%	-0.2%	7.7%	-7.4%	4.6%[57.1 µM]	-15.0%
28	Cc1nc(C)n(CC(O)COc2ccc3cc(Br)ccc3c2)n1 (stereo not given)	4.9%	5.9%	12.0%	2.5%	-1.0%	-5.8%	-2.1%	13.3%	-4.2%
29	Cc1ccc(NC(=O)C2CC(=O)N(C(C)c3ccccc3)C2)cc1 (stereo not given)	-10.6%	0.5%	-20.5%	0.1%	1.7%	u	-12.2%	-9.0%	-11.9%
30	Cc1cc(N)n2nc(-c3ccccc3)c(-c3ccccc3)c2n1	21.6%	5.6%	0.0%	-1.7%	6.6%	x	1.9%	15.0%	-24.8%
31	C1CCN(c2nc3nonc3nc2N2CCCCC2)CC1	-5.1%	0.1%	-9.3%	-0.3%	-0.6%	-7.2%	-17.5%	2.2%	-18.4%
32	CCOc1ccc(OCCOCCN2CCOCC2)cc1	6.7%[57.1 µM]	1.5%	-37.5%	0.1%	-1.7%	u	-21.4%	9.4%	-4.5%
33	COc1ccc(N2CCN(C(=O)CNC(=O)c3ccccc3Cl)CC2)cc1	-1.1%	-0.3%	-1.6%	-0.5%	4.5%	-7.0%	2.5%	15.8%	-12.3%
34	Cc1cc2n(n1)C(c1sccc1C)Nc1ccccc1-2 (stereo not given)	7.9%	0.2%	36.8%	-1.2%	-2.4%	-0.1%	1.9%	-2.0%	-5.7%
35	COc1ccccc1C1C(C(N)=O)=C(C)Nc2nc(-c3ccc(Cl)cc3)nn21 (stereo not given)	5.3%[57.1 µM]	1.1%	-12.1%	-3.9%	-7.5%	21.6%[57.4 µM]	2.1%	-9.4%[57.1 µM]	-5.0%
36	Cc1ccccc1N1CCN(S(=O)(=O)c2nnc(NC(=O)CC(C)C)s2)CC1	4.5%[57.1 µM]	0.4%	-1.8%	1.4%	0.2%	-2.7%	4.7%	14.0%[57.1 µM]	-16.1%
37	CC(NC(=O)CSc1nc2ccccc2c(=O)n1CCCO)c1ccccc1 (stereo not given)	-4.2%	0.3%	-14.1%	1.9%	5.4%	-4.3%	-6.1%	24.1%	-2.8%
38	Cn1c(=O)c2c(nc(SCCN3CCCCC3)n2Cc2ccc(Cl)cc2)n(C)c1=O	-2.1%	0.5%	18.0%	-0.7%	-3.8%	u	1.2%	u	-1.1%
39	Cc1c(/C=N/O)c2ccccn2c1C(=O)c1ccc(F)cc1	-4.9%	-2.1%	-13.5%	0.0%	22.2%	u	0.6%	-13.3%[57.1 µM]	-3.9%
40	CC(C)N(C(=O)/C=C/c1cccc([N+](=O)[O-])c1)C(C)C	1.9%	2.7%	-44.2%	-1.8%	-4.1%	-9.6%	0.3%	13.1%	-22.7%
41	CCC1(C)Nc2ccccc2C(=O)N1O (stereo not given)	1.1%	0.4%	-2.7%	9.4%	0.0%	0.631µM*	-2.2%	-5.8%	-11.8%
42	CCOC(=O)c1ccc(NC(=O)Nc2cc(C)on2)cc1	8.0%	-1.9%	16.5%	-1.8%	0.7%	u	-4.1%	15.5%	-24.7%
